# High-throughput results from PubChem BioAssay.
# 12-LOX inh – blocks human arachidonate 12S-lipoxygenase; P18054; purified 12hLO, xylenol orange hydroperoxide absorbance; Potency, µM (top dose mostly 108 µM), without a hit: top-dose activity change, negative = inhibition, usual class: inhibitors; 1.1% of 580,000 active; active = well fitted inhibition curve with a large enough effect; inconclusive = small, poorly fitted or top-dose-only effect, or another doubt; inactive = no such curve, though single readings can be large or run the other way
# Target sequence (P18054 whole entry, looked up): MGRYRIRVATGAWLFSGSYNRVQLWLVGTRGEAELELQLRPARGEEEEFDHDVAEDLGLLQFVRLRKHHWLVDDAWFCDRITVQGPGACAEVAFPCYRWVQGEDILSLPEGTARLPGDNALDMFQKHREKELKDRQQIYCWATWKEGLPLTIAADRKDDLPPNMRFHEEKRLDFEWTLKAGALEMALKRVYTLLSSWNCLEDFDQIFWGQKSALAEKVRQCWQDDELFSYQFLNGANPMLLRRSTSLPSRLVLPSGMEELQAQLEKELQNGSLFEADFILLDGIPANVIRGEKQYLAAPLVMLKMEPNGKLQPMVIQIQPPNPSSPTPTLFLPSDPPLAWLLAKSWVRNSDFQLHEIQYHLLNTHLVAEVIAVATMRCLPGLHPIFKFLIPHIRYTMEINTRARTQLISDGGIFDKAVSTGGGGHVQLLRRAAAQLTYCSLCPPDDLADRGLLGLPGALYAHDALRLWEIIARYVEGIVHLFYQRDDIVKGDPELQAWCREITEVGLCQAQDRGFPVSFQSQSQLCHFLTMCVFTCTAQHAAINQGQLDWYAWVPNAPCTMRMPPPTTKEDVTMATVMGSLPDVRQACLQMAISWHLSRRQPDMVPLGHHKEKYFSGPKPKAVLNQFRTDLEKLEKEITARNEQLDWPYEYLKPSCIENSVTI
#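 Purified human 12hLO at 150 nM in 25 mM Hepes, 0.01% Triton X-100, pH 7.0, preincubated 15 min at room temperature with compound. Reaction started with 40 uM arachidonic acid, 30 min at room temperature. Hydroperoxide measured by Fe-xylenol orange, 573/405 nm absorbance ratio.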
# Active calls of the source: *; ? = inconclusive; [ ] = remark or other dose. % is scaled to controls: 0 for no effect and ±100 for the full control effect; potency is read from the fitted curve at half-maximal effect. An excerpt, so the mix of outcomes need not match the whole.
smiles	12-LOX inh
COC[C@@H]1[C@H](NC(=O)c2nc(-c3ccccc3)[nH]c2C)[C@@H]2CCO[C@H]12	6%
COc1cccc(OC)c1C(=O)Nc1ccc(-c2nc3cc(C)ccc3o2)cc1	-38%
CSCC(=O)N[C@H]1CCN2C(=O)c3cc(/C=C/c4ccccc4)ccc3NC(=O)[C@H]12	?
O=C(c1nc2nc(-c3ccco3)cc(C(F)(F)F)n2n1)N1CCC2(CC1)OCCO2	?
CCOc1ccc2oc(=O)c(-c3ccc(OC)cc3)c(C)c2c1	3%
CCC1CN(C(=O)c2ccc(-c3ccsc3)nc2)CCN1C(C)C (stereo not drawn)	31%[activator]
COc1ccc(Cl)cc1NC(=O)Cn1nc(-c2ccc(C)c(C)c2)ccc1=O	?
CC1(COc2ccc3[nH]ccc3c2)COc2ccc(C(=O)NCC3CCOCC3)cc2N1 (stereo not drawn)	-12%[176 µM]
Cc1ccc(-c2c(NC(=O)c3ccco3)n(-c3ccc(C)cc3)nc(C)c2=O)cc1	-13%
COC(=O)c1ccc(NC(=O)N2CCC(CCOc3ccc(F)cc3)C2)cc1 (stereo not drawn)	-19%

# Brought forward from above: three entries, followed by the next part.
smiles	12-LOX inh
CC1(COc2ccc3[nH]ccc3c2)COc2ccc(C(=O)NCC3CCOCC3)cc2N1 (stereo not drawn)	-12%[176 µM]
Cc1ccc(-c2c(NC(=O)c3ccco3)n(-c3ccc(C)cc3)nc(C)c2=O)cc1	-13%
COC(=O)c1ccc(NC(=O)N2CCC(CCOc3ccc(F)cc3)C2)cc1 (stereo not drawn)	-19%
Cn1cc(-c2ccccc2F)c2nc(COc3ccc(C(=O)O)cc3)cn2c1=O	?
Cc1c(Cl)cccc1NC(=O)Cn1cnc(S(=O)(=O)N2CCOCC2)c1	-1%
CCOc1ccc(C2NC(=O)N(CC)C3=C2C(=O)OC3)cc1 (stereo not drawn)	10%
CCC[C@H]1CN(C(=O)c2ccccc2Cc2ccc(C)cc2)C[C@@H]1N	32%
Cc1cc(S(=O)(=O)N2C[C@@H](F)C[C@H]2C(=O)N2CCc3ccccc3C2)ccc1Cl	19%
Cc1oc(-c2ccccc2)nc1CC(=O)NC1CC1	8%
CCN(CC(=O)Nc1cc(Cl)ccc1C)C(=O)C1CCN(c2ncnc3sc(C)c(C)c23)CC1	4%
Cc1ccc(-n2c3c(cc(C#N)c2=O)C(=O)CC(c2ccccc2)C3)c(C)c1 (stereo not drawn)	-4%
Cc1cc(Cl)ccc1OCc1nnc(SCc2ccc(Cl)c(Cl)c2)n1C	-16%
CCn1cc(CN2CCc3nn(CCOC)c(=O)n3CC2)cn1	35%[activator]
CC(=O)Nc1cccc(C(=O)N2CCC(c3n[nH]c(=O)n3-c3ccccc3)CC2)c1	-11%
COCCN1C(=O)c2ccccc2NC1c1cc(OC)cc(OC)c1 (stereo not drawn)	11%
CCOC(=O)[C@]12CCC=C1N(Cc1ccco1)C(=O)[C@H](CC(=O)NCc1ccccc1)C2	0%
O=C(NC1CCCc2ccccc21)c1ccnc(Cl)c1 (stereo not drawn)	-5%
Cc1ccc(C(=O)NC(C(=O)N2CCCCC2)C2CCN(C(=O)C3CCCC3)CC2)cc1 (stereo not drawn)	14%
CCCCn1nc(C(=O)NCCc2ccc(S(N)(=O)=O)cc2)c2ccccc2c1=O	-26%
CCOc1ccccc1C(=O)Nc1nnc(SCC(=O)N2CCCC2)s1	5%
CN1CC(c2nc(C3CCOCC3)nn2CC(=O)O)CC1=O (stereo not drawn)	17%
O=C(C1CCc2ncc(-c3ccsc3)n2C1)N1CCC(Cc2ccccc2)CC1 (stereo not drawn)	16%
O=C(Nc1cccc(Cl)c1)Nc1ccc2nc(-c3ccc(F)c(Cl)c3)nn2c1	?
O=C1CCCCC(CNC(=O)c2ccoc2)N1 (stereo not drawn)	8%
O=C(c1ccc(F)cc1)N1CCC(Cc2nc(-c3ccccc3)no2)CC1	-4%
Cc1nc(-c2c3n(c(=O)n(Cc4cccc(F)c4)c2=O)CCCCC3)no1	12%
CCCCN(C)C(=O)c1cc(-c2ccc(C)cc2)cn1CC	?
O=C(NCc1ccc(Cl)nc1)c1ccc2ccnn2c1	6%[176 µM]
O=C(Nc1nc(C2CC2)cs1)C1CC(=O)N(Cc2ccccn2)C1 (stereo not drawn)	14%
COc1ccc(CC(=O)Oc2ccccc2Br)c(OC)c1	32%[activator]
O=C1CCCCC(=O)[C@H](OC(=O)c2ccccc2)C[C@H](c2ccccc2)O1	148%[activator]
Cc1ccsc1CNCCN(C)C	-22%
CC1CCCCN1c1nnc(NC(=O)Nc2ccccc2C(F)(F)F)s1 (stereo not drawn)	-34%
Cc1cccc(-c2n[nH]c(-c3cccc(C)c3)c2C)c1	-14%
CCCCC(=O)N(C)c1c(CC)nc2c(OCCOc3ccccc3)cccn12	-5%
COc1ccc(N2CCCCS2(=O)=O)cc1S(=O)(=O)NCc1ccco1	?
Cc1noc(-c2nc(Cc3cccc(F)c3)no2)n1	47%[activator]
CCC1=NN(C(=O)c2ccccc2[N+](=O)[O-])C(O)(c2ccccc2)C1 (stereo not drawn)	3%
CCOc1ccc(NC(=O)C2CCN(c3nc4ccccc4nc3OC)CC2)cc1	4%
Cc1cccc(CCNC(=O)C2CC(O)CN2C(=O)Nc2ccccc2)c1 (stereo not drawn)	-3%
Fc1ccc(Oc2ncnc3c2oc2ccccc23)c(Cl)c1	-9%
Cc1ccc(S(=O)(=O)NC[C@H]2O[C@@H](CC(=O)N3CCN(c4ccc(F)cc4)CC3)[C@H](O)[C@@H]2O)cc1	-16%
N#CCC(=O)c1ccc(N)cc1	-47%
CCOc1ccccc1C=C1CCc2ccccc2C1=O	3%
CNC(=O)c1cnn2c1CN(C(=O)c1ccccc1)CC2	3%[12.5 µM]
CC(=O)N1CCC2(CC1)CN(C(=O)c1c(C)noc1C)Cc1ccccc1O2	11%[6.33 µM]
Cc1oc(-c2ccc(F)cc2)cc1-c1nn2c(-c3ccco3)nnc2s1	11µM*
O=C(NCc1ccccc1Cl)C1CCN(c2ncnc3nc[nH]c23)CC1	-11%
C=CCNC(=S)NNC(=O)C1CCCC1	48%[activator]
CCNC(=O)C1CCCN(C(=O)c2ccc3snnc3c2)CC1 (stereo not drawn)	2%
CCCNC(=O)c1cc2c(=O)[nH]c(C)cn2n1	?
COc1ccc(-c2coc3cc(OCC(=O)N4CCC(C(N)=O)CC4)ccc3c2=O)cc1	1%
Cc1ccc(-c2c(NC(=O)c3ccc([N+](=O)[O-])cc3)oc3ccccc3c2=O)cc1	-4%

# More compounds:
smiles	12-LOX inh
COc1ccc(NC(=O)CN2C(=O)C3CC=CCC3C2=O)cc1Cl (stereo not drawn)	?
c1ccc(-c2cc3c(cn2)NCCN(Cc2ccccn2)C3)cc1	86%[activator][176 µM]
CC(C)c1nc(CNC(=O)c2ccc(OC3CCN(C(=O)C4CC4)CC3)cc2)cs1	70%[activator]
CC(=O)NC(c1ccc(F)c(F)c1)c1nc(-c2cc3ccccc3o2)cs1 (stereo not drawn)	-1%
NCc1ccc2c3c1CCCN3CCC2	?
CCN1C(=O)C2CC3(CCN(C(=O)c4n[nH]c(=O)c5ccccc45)CC3)CN2C1=O (stereo not drawn)	13%
O=[S+]([O-])(c1cccc(C(F)(F)F)c1)N1CCC2(CCN(CCc3ccccc3)c3ccccc3O2)CC1	?
Cc1cnc(-n2ncc(C(=O)N[C@H]3CCCCNC3=O)c2C2CC2)nc1-c1cccs1	4%
CC1(Cc2ccc3c(c2)OCO3)CCCN(C(=O)c2ccccc2-n2cncn2)C1 (stereo not drawn)	9%
CCc1ccc(OC(=O)C(c2ccccc2)c2ccccc2)cc1	-4%
O=C(c1ccc2c(c1)OCO2)N1CCN(c2cc(-c3cccs3)[nH]n2)CC1	8%
CCCCCCNC(=O)Cc1csc2nc(C)c(-c3cc(C)n(-c4ccccc4F)n3)c(=O)n12	49%[activator]
CCOc1cc(C(=O)N2CCC[C@H]2c2nc(-c3ccc(F)cc3)no2)cc(OCC)c1OCC	11%
CCCCc1ccc(S(=O)(=O)NC(=O)C2(C)CCN2C(=O)CC2CC2)cc1 (stereo not drawn)	0%
COC(=O)[C@]12CCCCC=C1N(CCc1ccc(OC)c(OC)c1)C(=O)[C@H](CC(=O)NCCc1ccccc1OC)C2	2%
O=C(c1ccccc1F)N1CCc2n[nH]c(=O)n2CC1	37%[activator]
O=C(NC1(c2ccccc2)CCC1)c1ccc(F)cc1Br	2%
O=C(OCc1ccccc1Br)c1cc2ccccc2[nH]1	-16%
Cc1oc(-c2ccccc2)nc1C(=O)OCC(=O)NC(=O)NC1CCCCC1	-27%
C=CCN(CC=C)C(=O)CSc1nnc(-c2c[nH]c3ccccc23)o1	?
CN(C)C[C@@H]1CN(S(C)(=O)=O)C[C@H]1NC(=O)Cn1c(=O)oc2ccccc21	7%
Cc1cccc(N2CCN(C(C(=O)NCc3ccccc3)c3ccc(C(F)(F)F)cc3)CC2)c1C (stereo not drawn)	-16%
O=C(N/N=C/c1cccs1)c1cccc2ccccc12	12%
Cc1c(Cl)cccc1Nc1nc(N)c(C(=O)C(C)C)s1	-18%
Cn1cc(Nc2ccc(Cl)cc2)c2nc(CN3CC[S+](=O)([O-])CC3)cn2c1=O	-13%[176 µM]
COC(=O)[C@H](NC(=O)[C@@H]1C[C@H](NC(=O)NC(C)C)CN1C(=O)CSC)C(C)C	-6%[176 µM]
Cc1sc(N)c(C#N)c1-c1ccccc1	?
COc1ccc(C(=O)N(C)C2CCc3nnc(C)n3CC2)cc1F (stereo not drawn)	56%[activator]
Cc1cc(CNC(=O)[C@@H]2CCC[C@@H](N(C)C)CN(C)C(=O)C2)no1	14%[176 µM]
O=S(=O)(c1ccc2c(c1)OCCCO2)N1CC[C@H](CO)[C@@H](O)C1	-1%
Cc1ccc(CNC(=O)C2CCN(c3nc4c(C)cc(C)cc4s3)CC2)cc1	-4%
CN[C@H]1C[C@H]2c3cc(N4CCOCC4)ccc3CCN2C[C@H]1[C@H](C)O	6%
Cc1cccc(C)c1-n1nnnc1C(c1ccnc2ccccc12)N1CCCN(C(=O)OC(C)(C)C)CC1 (stereo not drawn)	-7%
Cc1cc(C(=O)N2C[C@@H](COCC3CC3)[C@H](c3ccccn3)C2)ccn1	80%[activator]
CC(OC(=O)c1ccc(OCC(N)=O)cc1)C(=O)c1ccc2c(c1)CCC2 (stereo not drawn)	-1%
Cc1cnc(CC2CCN(C(=O)Cc3cccc(F)c3)CC2)n1CC1CC1	5%
CS(=O)(=O)c1ccc2nc(NC(=O)CSCc3ccccc3)sc2c1	?
O=C(O)CNC(=O)Cn1ccc2cc(OCc3ccccc3)ccc21	5%
CN(CC(F)(F)F)C(=O)CCNC(=O)c1ccc(Br)cc1	25%
c1ccc(-c2noc(-c3cncnc3NCc3cccs3)n2)cc1	48%[activator]
CCC(C)NC(=O)Cn1c(C)ccc(NC(=O)Nc2ccc(C)cc2)c1=O (stereo not drawn)	?
CCOc1ccc(OCC)c(NC(=O)CCn2ccn3nc4c(c3c2=O)CCCC4)c1	48%[activator]
Cc1ccc(/C=C/C(=O)O)cc1Cl	-37%
O=C(Nc1ccc(C(F)(F)F)cc1)N1CCCC(Cn2c(C3CC3)nc3cccnc32)C1 (stereo not drawn)	-1%
CC(C)(C)c1ccc(C(=O)NCCCNC(=O)c2ccc(C(C)(C)C)cc2)cc1	?
CCCNC(=O)c1cc(C2CCCCN2C(=O)c2ccc(C#N)cc2)on1 (stereo not drawn)	-1%
Cc1nc2ccc(C(=O)N3CC(=O)N(c4ccc(Cl)cc4)CC3C)cc2[nH]1 (stereo not drawn)	26%
Cc1[nH]c2ccccc2c1/C=N\NC(=O)c1ccccc1Cl	0%
CC(C)CCN1CCC2(CC1)C(=O)NCN2Cc1ccc(Cl)cc1	64%[activator]
O=C(N[C@H](C1CCNCC1)C1CC(O)C1)c1ccc2nccnc2c1 (stereo partly drawn)	26%

# 4 structures from above, ordered by molar mass, lowest first.
smiles	12-LOX inh
Cc1[nH]c2ccccc2c1/C=N\NC(=O)c1ccccc1Cl	0%
O=C(N[C@H](C1CCNCC1)C1CC(O)C1)c1ccc2nccnc2c1 (stereo partly drawn)	26%
Cc1nc2ccc(C(=O)N3CC(=O)N(c4ccc(Cl)cc4)CC3C)cc2[nH]1 (stereo not drawn)	26%
CC(C)(C)c1ccc(C(=O)NCCCNC(=O)c2ccc(C(C)(C)C)cc2)cc1	?

# (continued)
smiles	12-LOX inh
Cc1oc(C(O)c2ccccc2F)nc1C(=O)Nc1ccc2[nH]c(=O)[nH]c2c1 (stereo not drawn)	6%[176 µM]
COc1ccccc1C(=O)N1CCN(C(=O)[C@H]2O[C@@H](n3cnc(C(N)=O)n3)[C@H](O)[C@@H]2O)CC1	-2%
O=C(Cn1nc2c(cc1=O)CCCC2)NC1CCCc2c1[nH]c1c(Cl)cccc21 (stereo not drawn)	-23%
CO[C@H]1C(=O)N(C2CCN(C(=O)NCc3ccccc3)CC2)[C@H]1c1ccncc1	10%
Cc1ccc(C2Cn3nnc(C(=O)N4CCN(C(=O)c5cccs5)CC4)c3CO2)cc1 (stereo not drawn)	24%
Cc1ccc(C(C)C)c(Oc2ccc(C(=O)O)cc2)c1	?
COc1cc(NC(=O)O[C@@H]2CC[C@]3(C)C(CC[C@@H](O)[C@H]3CC(=O)N3CCCC3)[C@]2(C)CO)cc(OC)c1 (stereo partly drawn)	2%
COCCN1C(=O)c2cccn2CC1CNC(=O)c1ccc(OC)cc1 (stereo not drawn)	42%[activator]
